Screening data from PubChem.
Jurkat tox 60K = cytotoxic compounds reducing Jurkat cell viability; Jurkat E6.1 viability, ATP luminescence, 48 h; inhibition, % at 4 µM; hit rate 1.2% among 56,000;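 active means inhibition above the mean inhibition of all tested compounds plus 3 SD, cut at about 28% in these data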
NADH coupling = inhibitors of enzymes used to reach an NAD/NADH endpoint. AID 774. coupled PK/LDH NADH assays, four targets. hit rate 0.02% among 65,000. IC50, µM (highest dose often 10 µM), for the others: at the highest dose inhibition;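 active means single-dose screening hits from any of four coupled enzyme assays that gave an IC50 when retested across doses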;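 further: the DPM-DC format reads NADH fluorescence rather than 340 nm absorbance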
M1 agonist = M1 muscarinic receptor agonism; AID 626; hit rate 3% among 64,000; B-score at 10 µM; CHO-M1 cells, Fluo-4 calcium fluorescence, agonist mode; active compounds read high;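 active means fluorescence rise, raw or as B-score row- and column-corrected plate score, outside the 99.7% band of its plate's samples, either direction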
M1 antag = antagonists of rat M1 muscarinic receptor | CHO-M1 cells, Fluo-4 calcium, ACh EC80 antagonist mode; active compounds read low | B-score at 10 µM | hit rate 3.4% among 64,000;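 active means calcium fluorescence response, raw or row-and-column corrected B-score, differing from the plate sample mean either way at a set confidence level, mostly lower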
D1 allo mod = D1 dopamine receptor (human) allosteric modulation; AID 641; HEK293 D1, CRE-luciferase, dopamine EC30 potentiation; actives deviate in either direction; P21728; hit rate 5.9% among 58,000; B-score at 10 µM;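 active means luminescence count or its row- and column-corrected plate score outside the 99.7% band of the plate's sample wells, on either side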
Target sequence (P21728 whole entry, looked up): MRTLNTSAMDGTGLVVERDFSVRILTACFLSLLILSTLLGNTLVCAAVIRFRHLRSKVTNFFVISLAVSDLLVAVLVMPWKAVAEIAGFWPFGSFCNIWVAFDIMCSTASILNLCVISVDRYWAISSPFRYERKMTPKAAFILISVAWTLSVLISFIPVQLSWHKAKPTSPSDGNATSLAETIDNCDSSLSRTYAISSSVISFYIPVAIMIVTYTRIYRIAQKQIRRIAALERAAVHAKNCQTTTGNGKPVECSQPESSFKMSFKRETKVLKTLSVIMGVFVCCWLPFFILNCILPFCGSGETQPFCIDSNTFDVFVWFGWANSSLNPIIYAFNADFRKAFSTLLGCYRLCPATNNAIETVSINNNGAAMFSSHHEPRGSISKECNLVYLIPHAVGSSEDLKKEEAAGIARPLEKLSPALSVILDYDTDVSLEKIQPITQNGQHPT
SF1 activator = activates the human nuclear receptor SF-1. CHO-K1 Gal4-SF-1 LBD luciferase reporter; % increase over DMSO SF-1-specific signal. activation, % at 10 µM. hit rate 1.9% among 65,000. AID 522;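 active means activation above the mean activation of all tested compounds plus 3 SD, cut at about 50% in these data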
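Material: Gal4–SF-1 LBD one-hybrid luciferase reporter in CHO-K1 cells | Amount: 4,000 cells per well | Compound dosing: 10 µM single point, 1% DMSO | Schedule: 20 h compound treatment, 37 °C | Measured by: SteadyLite luciferase luminescence | Evaluation: Percent activation versus DMSO | Control set: DMSO-treated SF-1-transfected cells as negative, DMSO-treated mock-transfected cells lacking SF-1 as background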
tolC growth inh = E. coli tolC mutant growth inhibition | AID 573 | E. coli BW25113 tolC mutant growth, OD615 | growth inhibition, % at 10 µM (by protocol) | hit rate 2.2% among 65,000;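 active means growth inhibition at or above a cutoff equal to the mean over every tested compound plus 3 SD, cut at about 60% in these data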;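 further: growth measured after 20 h incubation at 37 °C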
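test system = E. coli BW25113 ΔtolC::kan bacteria | medium = LB with kanamycin 50 µg/mL | signal = OD at 615 nm | schedule = 37 °C, 20 h exposure | evaluation = % inhibition of E. coli growth | compound dosing = one dose of 10 µM final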
TNAP act DEA = human TNAP activation, intermediate phosphate acceptor. purified TNAP, CDP-star luminescence, 100 mM DEA, 30 min; active compounds read high; scale: 0 levamisole-inhibited, 1 vehicle-only enzyme. activation factor at 20 µM. 64,000 tested, under 10 active. AID 813;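 active means activation factor of at least 2 at 20 µM, relative to controls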
Target sequence (P05186 whole entry, looked up): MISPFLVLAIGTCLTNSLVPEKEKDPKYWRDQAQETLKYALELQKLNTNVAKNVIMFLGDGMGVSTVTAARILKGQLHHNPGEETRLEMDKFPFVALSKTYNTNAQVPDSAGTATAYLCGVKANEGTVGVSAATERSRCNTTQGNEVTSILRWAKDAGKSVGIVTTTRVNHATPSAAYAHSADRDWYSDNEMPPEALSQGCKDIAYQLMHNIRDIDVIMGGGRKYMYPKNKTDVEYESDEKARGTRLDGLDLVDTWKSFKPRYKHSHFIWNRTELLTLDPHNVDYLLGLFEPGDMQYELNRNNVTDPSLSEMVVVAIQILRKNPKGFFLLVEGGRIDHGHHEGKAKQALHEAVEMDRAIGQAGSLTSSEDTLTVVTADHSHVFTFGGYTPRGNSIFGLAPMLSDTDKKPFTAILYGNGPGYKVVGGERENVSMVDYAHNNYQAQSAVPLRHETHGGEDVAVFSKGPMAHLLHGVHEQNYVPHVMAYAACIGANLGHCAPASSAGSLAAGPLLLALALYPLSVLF
HEK293 NFkB inh = lowers PMA/ionomycin-induced NF-kB signal in HEK293 cells | HEK-293 NF-kB luciferase reporter, luminescence | AID 465 | hit rate 0.21% among 62,000 | inhibition, % at 3 µM;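 active means inhibition above the mean of all tested compounds plus 3 SD, cut at about 40% in these data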;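 further: 0% = stimulated DMSO wells and 100% = 10 µM reference inhibitor 5653914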
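Signal: luciferase luminescence; Material: HEK-293 cells with stable firefly luciferase reporter driven by four HIV NF-kB elements; Probe or stimulus: PMA with ionomycin; Replication: tested once; Times: 1 h compound pretreatment, then 16 h stimulation at 37 °C, 5% CO2; Benchmarks: DMSO and 10 µM reference inhibitor; Evaluation: per-plate % inhibition versus controls.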
* marks the source's active call; other numbers are inactive results; · = no result given; [ ] = remark or other dose.

SMILES	Jurkat tox 60K	NADH coupling	M1 agonist	M1 antag	D1 allo mod	SF1 activator	tolC growth inh	TNAP act DEA	HEK293 NFkB inh
CCOc1ccc(-c2[nH]nc3c2C(c2ccc(O)cc2)C(C#N)=C(N)O3)cc1 (configuration not stated)	-1	11%	1.6	0.4	0.47	10	28	0.8	20
Cc1ccc(C(=O)CCNc2ccccc2)o1	0	3%	0.19	0.17	-0.27	26	-4	0.9	6
COCCN(C(=O)c1ccccc1)c1nnc(-c2cccnc2)s1	-2	11%	0.11	-0.018	-0.029	5	-16	0.9	12
COc1ccc(CCN2C(=O)CC(N3CCN(c4ccccn4)CC3)C2=O)cc1OC (configuration not stated)	6	3%	0.15	0.14	0.18	3	-9	1	9
CCCOc1ccccc1C1CC(=O)Nc2cc3c(cc21)OCCO3 (configuration not stated)	98*	2%	-0.7	-0.08	0.4	-30	85*	0.8	47*
COc1ccccc1NC(=O)NCCCN1CCN(c2cccc(Cl)c2)CC1	-4	2%	-0.77	-0.29	-4.2*	15	18	0.9	16
O=C(Nc1ccccn1)NC(C(F)(F)F)C(F)(F)F	·	1%	-2	0.079	1.1	-10	7	0.9	·
Cc1[nH]c2ccccc2c1C1=CN2CCS(=O)(=O)N=C2S1	-9	8%	2.8	1.9	·	5	-15	0.9	8
Cc1ccc2nc3c(cc(C#N)c(=O)n3-c3nccs3)c(=O)n2c1	-15	9%[fluoresces]	·	·	-0.41	-14	-23	0.9	9
O=C(Nc1cccc2cccnc12)c1ccc(Br)o1	-3	5%	-0.22	1.8	2.4	5	93*	0.8	8
CN(C)c1cc(N)c2ccccc2n1 (tested in a mixture with another compound)	-7	3%	1.6	-0.48	-2.7	4	-11	0.9	-8
CCOC(=O)C1CSc2[nH]c(=O)sc2C1c1ccccc1 (configuration not stated)	·	1%	-1.2	0.63	8.2*	-1	3	0.8	·
Cc1cn(-c2ccc(Br)cc2)[nH]c1=O	-5	4%	2.1*	0.75	0.052	2	0	0.9	-7
Cn1cccc1Cc1nnc(SCC(=O)N2CCCc3ccccc32)n1-c1ccc(F)cc1	-4	9%	0.16	0.28	0.18	2	20	0.9	13
Cc1cc(/C=N/n2cnnc2)c(C)n1-c1ccc2c(c1)OCO2	·	5%	0.28	-0.19	·	22	10	1	·
COc1ccc(OC)c(C(=O)CSc2nnc(-c3cccnc3)n2C)c1	-11	3%	-0.091	0.42	0.046	1	-13	0.9	13
CCOc1cccc(=O)c2c(C)n(CC3CCCO3)c(C)c12 (configuration not stated)	-6	9%	-0.5	0.7	0.96	0	14	0.9	16
COc1cccc(NC(=O)c2ccc3c(c2)N(CC(=O)N2CCCCC2)C(=O)C(C)(C)O3)c1	-5	5%	0.91	-0.21	-0.024	21	6	1	12
COc1ccc(N2CCN(c3ncnc4c3cnn4-c3ccc(C)cc3C)CC2)cc1	10	5%	-0.5	0.24	-0.76	-37	9	0.8	24
Cc1c(CN(C)C(=O)CSc2nc(-c3ccco3)cc(C(F)(F)F)n2)cnn1C	1	4%	0.41	0.14	0.12	8	7	1	23
COc1ccc(-n2c(SC)nc(O)cc2=O)cc1	6	4%	0.31	-0.85	0.019	9	2	1	6
COc1cc2nc(SCc3c(C)noc3C)n(CCC3=CCCCC3)c(=O)c2cc1OC	0	4%	-1.2	-0.36	0.14	1	2	0.9	34
COCCOC(=O)C1=C(C)OC(N)=C(C#N)C1c1ccc2c(c1)OCO2 (configuration not stated)	8	4%	-0.42	-0.16	0.092	-17	-2	0.8	5
O=C(NCc1ccco1)c1cc(-c2cccnc2)nc2ccc(Cl)cc12	-1	5%	-0.68	-1.1	-0.22	11	2	0.9	17
CCOc1ccc(/C(O)=C2/C(=O)C(=O)N(CCOCCO)C2c2ccccn2)cc1 (configuration not stated)	-2	8%	0.017	0.13	-0.098	0	-25	0.8	13
CCCc1cc(Nc2cccc(OC)c2)n2ncnc2n1	-2	4%	0.78	1.1	5.2*	-4	4	1	15
O=C(NCc1cccc(CNC(=O)c2ccco2)c1)c1ccco1	-4	5%	0.37	-0.34	-2.1	-14	8	0.9	3
COCc1cc(C)nc(SCC(=O)Nc2ccccc2C)c1C#N	2	4%	-0.013	-0.22	0.5	-12	-5	1	15
COc1cc(CN2CCN(S(=O)(=O)c3ccc(NC(C)=O)cc3)CC2)cc(OC)c1O	-4	0%	0.18	-1.3	-0.29	-10	3	1	2
CCOCCn1c(SCc2ccc(F)cc2)nc2c1c(=O)[nH]c(=O)n2C	-8	4%	0.6	-0.29	-0.047	0	6	0.9	9
COC(=O)c1oc2ccc(OC)cc2c1N	-3	8%	-0.015	0.37	-3.2	40	-13	0.9	1
COc1ccc(-c2cc(C(=O)N3CCN(C(c4ccccc4)c4ccccc4)CC3)no2)cc1	-5	4%	-1.8	0.055	-0.056	-13	16	0.9	15
CC1CCC(NC(=O)CN2CCC(n3nnc4cc(F)ccc43)CC2)CC1 (configuration not stated)	1	6%	-0.92	-1.4	0.05	13	14	0.9	15
Cc1cc2cc(CNC(=O)c3cc4ccccc4o3)ccc2n1C	2	3%	-0.32	-0.19	0.22	2	4	0.8	12
CCOC(=O)N1CCC(NC(=O)C2CCCN(S(=O)(=O)c3cccc4nsnc34)C2)CC1 (configuration not stated)	10	4%	-0.19	0.22	-0.18	6	-26	0.9	16
CCOC(=O)C1CCCN(Cc2ccc(O)c(OC)c2)C1 (configuration not stated)	-1	10%	-0.7	-0.0014	-0.9	-6	-6	0.9	10
Cc1nn(-c2ccccc2)c(C)c1C(=O)OC/C(O)=C(\C#N)c1nc2ccccc2[nH]1	-9	5%	2.9*	0.65	-2.1	4	19	0.9	2
CCN1C(=O)/C(=c2\o/c(=C3\C=Cc4ccccc4N3CC)c(=O)n2CC)SC1=S	13	8%	-0.27	-0.053	1.8	-7	-6	0.7	12
Cc1c(C(=O)Nc2c(C)n(C)n(-c3ccccc3)c2=O)oc2ccccc12	-3	6%	1.3	-0.83	0.54	-3	5	0.9	8
Cc1ccc(-c2c3c(=O)n(C)c(=O)n(C)c3cn2-n2cnnc2)cc1	14	4%	0.058	-0.35	-0.71	15	2	0.9	11
O=C(CCN1CCCCCC1)Nc1cccc(Cl)c1	-11	6%	-0.69	0.038	-0.77	-7	-14	0.9	-2
COc1cccc(CNS(=O)(=O)c2cn(C)cn2)c1	-10	7%	0.54	1	-1.1	5	-23	0.9	-11
CCN(CC)CP(=O)(c1ccccc1)c1ccccc1	2	2%	-0.09	-0.8	-1.8	18	-1	1	22
CCOc1cccc(C(=O)Nc2nc(-c3ccc(S(=O)(=O)N4CCOCC4)cc3)cs2)c1	4	5%	3.7*	-0.47	-1.7	5	-17	0.9	33
CCOc1ccc(C2CC(c3cccc(Cl)c3)n3nc(N)nc3N2)cc1 (configuration not stated)	2	6%	-1.3	-0.54	1.8	-2	15	0.9	-1
CCN1CCN(Cc2ccc(OCc3ccccc3)cc2)CC1	6	4%	-0.62	-4.4*	-1.6	57*	-15	0.9	-3
Cc1ccccc1NC(=O)CCN1CCN(C/C=C/c2ccccc2)CC1	·	5%	1.3	-0.078	-1.1	11	-1	1	14
O=C(Nc1ccccc1)N1CCCN(Cc2ccccc2F)C1	1	4%	1.1	0.62	0.052	-13	-6	1	8
O=C(CC1C(=O)NCCN1C(=O)Nc1ccccc1)Nc1ccc2c(c1)OCCO2 (configuration not stated)	-8	7%	0.32	0.096	0.028	0	-2	1	10
COc1ccc(CCN(C)C(=O)CSc2nccn2C)cc1OC	-5	9%	-0.43	0.65	4.5*	9	-4	0.9	8
CCOC(=O)c1ccc(NC(=O)NS(=O)(=O)c2ccc(C)cc2)cc1	0	10%	-0.46	0.12	1.5	9	3	0.9	10
O=S(=O)(c1ccc(S(=O)(=O)N2CCCC3(CCCCC3)C2)cc1)N1CCCCC1	-4	5%	0.009	-0.072	·	6	-18	0.9	19
COc1cc(OC)cc(C(C)=O)c1	-2	0%	0.63	-0.055	8.5*	20	-3	0.9	22
CCOC(=O)N1CCC(NC(=O)Cn2nc(-c3ccccc3)ccc2=O)CC1	3	12%	0.71	-0.045	-0.12	16	-7	0.9	14
Brc1cc2c(cc1Cn1c(-c3cncs3)nc3ccccc31)OCO2	-2	3%	0.36	0.61	20*	6	2	1	8
COc1ccc(NC(=O)CN(C)S(=O)(=O)c2cccc3cccnc23)cc1	1	2%	-0.39	0.29	-0.72	7	-1	1	3
Cc1csc(NC(=O)c2c(O)c3c(n(CC(C)C)c2=O)CCCC3)n1	9	7%	0.1	-0.078	0.51	-4	46	0.8	22
COc1cc(OC)cc(C(=O)NCc2n[nH]c(=S)n2-c2ccccc2)c1	-12	15%	-0.19	1.4	·	-8	-20	0.9	10
O=C(O)CN(Cc1ccco1)S(=O)(=O)c1ccccc1	-6	5%	0.37	0.35	-0.57	-8	13	0.9	5
C=CCN(C(=O)CN1CCOCC1)c1nc(C)c(-c2ccccc2)s1	·	5%	-0.67	-0.49	-0.19	11	8	1	0

Grouped by structure, the entries above with two or more sulfur atoms
SMILES	Jurkat tox 60K	NADH coupling	M1 agonist	M1 antag	D1 allo mod	SF1 activator	tolC growth inh	TNAP act DEA	HEK293 NFkB inh
Cc1[nH]c2ccccc2c1C1=CN2CCS(=O)(=O)N=C2S1	-9	8%	2.8	1.9	·	5	-15	0.9	8
CCOC(=O)C1CSc2[nH]c(=O)sc2C1c1ccccc1 (configuration not stated)	·	1%	-1.2	0.63	8.2*	-1	3	0.8	·
CCOC(=O)N1CCC(NC(=O)C2CCCN(S(=O)(=O)c3cccc4nsnc34)C2)CC1 (configuration not stated)	10	4%	-0.19	0.22	-0.18	6	-26	0.9	16
CCN1C(=O)/C(=c2\o/c(=C3\C=Cc4ccccc4N3CC)c(=O)n2CC)SC1=S	13	8%	-0.27	-0.053	1.8	-7	-6	0.7	12
CCOc1cccc(C(=O)Nc2nc(-c3ccc(S(=O)(=O)N4CCOCC4)cc3)cs2)c1	4	5%	3.7*	-0.47	-1.7	5	-17	0.9	33
O=S(=O)(c1ccc(S(=O)(=O)N2CCCC3(CCCCC3)C2)cc1)N1CCCCC1	-4	5%	0.009	-0.072	·	6	-18	0.9	19

Other records
SMILES	Jurkat tox 60K	NADH coupling	M1 agonist	M1 antag	D1 allo mod	SF1 activator	tolC growth inh	TNAP act DEA	HEK293 NFkB inh
O=c1c2c3c(sc2nc2n1CCCCC2)CCCCC3	1	6%	-1.2	-3.1*	2.2	42	30	0.8	-19
COc1ccc(Cl)cc1NC(=O)CSc1nnc(COc2ccccc2)n1N	-6	0%	0.51	-0.33	-0.61	18	3	1	0
CCOC(=O)C1C(=O)NC(N2CCOCC2)=NC1c1ccco1 (configuration not stated)	7	2%	-0.94	0.45	-0.33	-14	1	1	-12
CCCC(=O)CN1C(=O)C2(OCCO2)c2ccccc21	-3	6%	·	·	0.4	-18	-16	0.9	10
CCCCOC(=O)CCNc1n[nH]c(=O)[nH]c1=O	0	4%	·	·	-0.74	-7	-21	0.9	11
C/C(CCc1oc2ccccc2c1-c1ccc(C)o1)=N/O	-8	8%	0.35	0.093	7.2*	-12	98*	0.9	10
Cc1ccc(CNC(=O)CS(=O)Cc2nc(-c3cccs3)oc2C)cc1 (configuration not stated)	4	10%	-0.62	0.99	0.69	17	9	1	16
O=C1CCCCCN1CP(=O)(O)CCc1ccccc1	8	4%	-0.45	0.46	·	-24	-10	0.8	21
